From PubChem BioAssay
Myeloid diff MLP – myeloid differentiation induction; ER-HoxA9 myeloid progenitors, lysozyme-GFP differentiation, flow cytometry; calls only at 10 µM; 360,000 tested, 1% active;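 active means normalized GFP-positive differentiation at or above the plate's own cutoff, the solvent-only control mean plus 3 SD; inconclusive means no clear call, values can overlap the other calls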;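 further: cells exposed to compound for four days before flow analysis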
NTR1 agonist – agonists of NTR1, primary screen, imaging, U2OS cells, beta-arrestin-GFP, high content (AID 493036) | NTR1-U2OS beta-arrestin-GFP spot imaging, agonist mode | activation, % at 20 µM | 330,000 tested, 0.17% active | P30989;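 active means activation at or above 40% of the spot to cytoplasm intensity ratio, with at least 20 cells analyzed; inconclusive means wells under 20 cells, flagged as cytotoxic or low count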;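 further: 0% = DMSO without peptide and 100% = 100 nM NTR1 peptide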
Target sequence (P30989 whole entry, looked up): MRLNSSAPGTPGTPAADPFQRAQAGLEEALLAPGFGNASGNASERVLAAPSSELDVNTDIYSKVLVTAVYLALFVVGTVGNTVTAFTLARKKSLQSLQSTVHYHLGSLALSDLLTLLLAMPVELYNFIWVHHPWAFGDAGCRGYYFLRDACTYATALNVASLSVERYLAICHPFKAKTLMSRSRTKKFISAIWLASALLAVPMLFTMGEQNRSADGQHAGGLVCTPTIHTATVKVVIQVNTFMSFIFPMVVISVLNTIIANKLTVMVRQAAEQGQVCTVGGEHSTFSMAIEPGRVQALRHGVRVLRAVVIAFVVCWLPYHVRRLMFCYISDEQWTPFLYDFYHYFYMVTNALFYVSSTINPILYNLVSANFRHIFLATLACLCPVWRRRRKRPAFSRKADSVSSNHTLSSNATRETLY
UTI89 phage lysis – protection from phage-mediated lysis, alamar blue read-out – E. coli UTI89, K1F phage, bacterial capsule biogenesis inhibitors (AID 488966) | one-dose inhibition, % at 100 µM; IC50 in µM for titrated hits | E. coli UTI89 K1F phage lysis, alamar blue, 2 h; higher % means a stronger effect | 340,000 tested, 0.02% active;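 active means phage lysis inhibition, versus mean bacterial control, above a set limit; inconclusive means no clear call, values can overlap the other calls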;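 further: capsule biogenesis inhibitors block K1F phage lysis so surviving cells raise fluorescence; higher fluorescence means more inhibition of phage lysis; actives were called in the ten point dose series up to 300 µM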
Salmonella PhoP GFP – PhoP-dependent GFP reporter repression – Salmonella Typhimurium, primary screen (AID 1863); 300,000 tested, 0.16% active; one-dose inhibition, % at 50 µM; IC50 in µM for titrated hits; S. Typhimurium PhoP-regulated promoter GFP reporter, 4 h; higher % means a stronger effect;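 active means inhibition over 29.93%, a cutoff 3 SD above the screen mean, later confirmed by dose response; inconclusive means inhibition over 29.93% but no dose response follow-up; inactive means inhibition at most 29.93% or unconfirmed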;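 further: 0% = low Mg2+ inducing control and 100% = high Mg2+ repressing control; strong numbers were not always called active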
MgcRacGAP inhibition – MgcRacGAP GTPase-activating activity inhibitors, confirmation, biochemical, ADP Hunter fluorescence; AID 624330; inhibition, % at 30 µM; hits with a dose series show IC50 in µM; MgcRacGAP-stimulated Rac1 GTP hydrolysis, ADP Hunter fluorescence; higher % means a stronger effect; GST-tagged Rac1 F28L mutant substrate; 340,000 tested, 0.6% active;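 active means first-screen hits whose inhibition reached a set limit at any dose in the follow-up dose series; inconclusive means inhibition above the set first-screen limit but never retested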;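 further: fluorescence reports GDP produced by GAP-driven GTP hydrolysis; strong numbers were not always called active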
RSV CPE inhibition – RSV antiviral activity via CPE protection, HEp-2 cells, primary 10 µM value included (AID 2391); HEp-2 cells, RSV-induced CPE inhibition; higher % means a stronger effect; one-dose CPE inhibition, % at 10 µM; IC50 in µM for titrated hits; 310,000 tested, 0.13% active; in the data active means a potency from the dose series; inconclusive means CPE inhibition mostly from about 23% at the one dose, without a potency; inactive means the rest, 99 in 100 with CPE inhibition below about 21%; further: strong numbers were not always called active
Large T inhibition – TAg ATPase/helicase activity blockers – biochemical (AID 1903). SV40 large T antigen ATPase/helicase inhibition assay; higher % means a stronger effect. inhibition, % at 20 µM; hits with a dose series show IC50 in µM. 310,000 tested, 0.39% active; in the data active means a potency from the dose series; inconclusive means inhibition mostly from about 32% at the one dose, without a potency; inactive means the rest, 99 in 100 with inhibition below about 32%; further: strong numbers were not always called active
TNAP activation fold – stimulation of alkaline phosphatase TNAP activity – biochemical, luminescent, no phosphate acceptor, uHTS, primary screen (AID 1001). 200,000 tested, 0.03% active. purified TNAP, luminescent activation assay, no phosphate acceptor; higher activation fold means a stronger effect. activation fold at 20 µM, or EC50 in µM where a hit was titrated; in the data active means activation fold from about 3, or a potency from the dose series; inactive means the rest, 99 in 100 with activation fold below about 1.6; further: many of its hits are not listed in these tables
T cell HTS – modulates CD8 T cell binding to vesicles. 2C CD8+ T cell-vesicle binding, flow cytometry; hits give low values. calls only at 7 µM. 330,000 tested, 0.068% active. AID 2052;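 active means response, share of CD8 T cells binding vesicles, and their 90th percentile fluorescence all below set limits, cut at about 80% in these data, passing the limit was not always enough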
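incubation = binding step 1.5 h, 37 °C, antibody labelling 20 min, ice | test system = 2C mouse CD8+ T cells | read-out basis = percent CD8+ FL2 mean versus row control | controls = Peptide-free naked vesicles (low) and QL9 vesicles with 0.7% DMSO vehicle (high) | detection = flow cytometry of vesicle-bound cells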
T cell HTS vesicle-bound % – further read-out of T cell HTS, marked with its call; double positive events, %; measured here: CD8+ vesicle-bound cell fraction;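 binding gate set so that unloaded-vesicle control wells show 10% double positive cells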
NTR1 agonist cell count 20 µM – further read-out of NTR1 agonist, marked with its call; cell count; measured here: cell count, cytotoxicity flag
Myeloid diff MLP GFP+ MAC1+ % – recorded beside Myeloid diff MLP, whose call it bears; GFP+ MAC1+ double positive, %; measured here: differentiation confirmed by MAC1 staining
* marks the source's active call; other numbers are inactive results; i = inactive; ? = inconclusive; · = no result given; & = joins results of further samples; [ ] = another dose, or the depositor's remark.

The line under a structure holds: Myeloid diff MLP	Myeloid diff MLP GFP+ MAC1+ %	NTR1 agonist	NTR1 agonist cell count 20 µM	UTI89 phage lysis	Salmonella PhoP GFP	MgcRacGAP inhibition	RSV CPE inhibition	Large T inhibition	TNAP activation fold	T cell HTS	T cell HTS vesicle-bound %
CN1CCN(CCC(=O)Nc2ccc(F)c(F)c2)CC1
  i	0.3	-1.4	77	0.6%	8%	2%	-0.9%	12%	1.1	i	48
Cc1ccc(S(=O)(=O)n2[nH]c(=O)c(CCO)c2C)cc1
  i	0.2	0.3	48	·	-10%	·	1.3%	10%	1	i	48
Cc1ccnc(N2CCC(C(=O)NCc3ccc4c(c3)OCO4)CC2)n1
  i	2.6	-0.9	79	0.9%	-11%	-10%	1.4%	6%	1.1	i	48
CC1CCCCN1c1nnc(NC(=O)c2cc(-c3ccc(Br)cc3)on2)s1 (stereo not given)
  i	5.2	12	48	4.8%	-2%	4%	1.4%	9%	1.2	i	36
Cc1cc(C)n(-c2ccc(Cl)c(C(=O)Nc3cc(C(F)(F)F)ccc3Cl)n2)n1
  i	0.6	8.2	39	2.4%	7%	-6%	2.9%	4%	1	i	40
O=C(COc1ccccc1)N1CCN(S(=O)(=O)c2cccc([N+](=O)[O-])c2)CC1
  i	0.1	-1.7	60	0.1%	-8%	0%	-0.1%	9%	1	i	44
O=C1c2ccccc2C(=O)N1Cc1nc2ccccc2c(=O)n1Cc1ccco1
  ·	·	0.5	92	·	·	·	1.0%	·	1.1	i	36
FC(F)(F)c1cc(-c2cccs2)nc(NCc2ccco2)n1
  i	0.7	2.3	89	0.3%	-6%	8%	5.7%	5%	1	i	41
O=C(COC(=O)[C@@H]1CC(O)CN1S(=O)(=O)c1ccc2c(c1)OCCO2)NCc1ccc(F)cc1 (stereo not given in full)
  i	0.3	-1.4	25	0.2%	1%	8%	0.9%	6%	1	i	11
O=C(NC1CCCC1)C(c1ccccn1)N(C(=O)c1csnn1)C1CCCC1 (stereo not given)
  i	1.4	-0.2	63	0.3%	3%	5%	0.6%	23%	1	i	60
Cc1ccc(S(=O)(=O)N(C)c2c(C)ccc(S(=O)(=O)NC(C)(C)C)c2C)cc1
  i	0.5	0.5	26	·	-6%	·	0.6%	6%	1	i	47
COc1cccc(OC)c1C(=O)OCC(=O)NC(=O)NCc1ccccc1
  i	0.7	3.6	65	-0.3%	-4%	-5%	2.8%	11%	1	i	50
Cc1cc(C(=O)OCC(=O)c2c(N)n(C)c(=O)n(C)c2=O)c(C)n1-c1ccccc1
  i	0.7	4.7	74	0.2%	-3%	11%	1.2%	18%	1	i	4
CC1(C)N=C(N)NC(Nc2ccccc2)=N1
  ?	·	-0.1	90	1.1%	-1%	7%	0.7%	2%	1.1	i	64
CCNc1nc2c(c(=O)[nH]c(=O)n2C)n1CC(C)C
  i	3.6	2.2	62	-0.2%	5%	2%	1.6%	7%	1.1	i	40
S=c1nc(C2COc3ccccc3O2)[nH][nH]1 (stereo not given)
  i	0.8	1.3	37	-1.1%	-2%	6%	1.1%	15%	1.1	i	37
C=CCn1c(N2CCN(c3ccc(OC)cc3)CC2)nc2c1c(=O)n(C)c(=O)n2C
  i	0.5	0.9	50	1.7%	-5%	23%	10%	17%	1	i	18
CCC(OC(=O)c1nsc(Cl)c1Cl)C(=O)NCCc1ccccc1 (stereo not given)
  i	3.2	-0.3	39	0.1%	-2%	8%	0.6%	10%	·	i	34
N#CCCN1CCN(S(=O)(=O)c2ccc(S(=O)(=O)NCc3ccccc3)cc2)CC1
  i	1.1	6.5	52	0.6%	7%	-3%	-1.0%	-5%	0.9	i	26
O=C(O)C1CCCCC1C(=O)NCc1ccccc1 (stereo not given)
  i	0.3	-0.6	72	0.1%	5%	10%	2.4%	-2%	0.9	i	34

Looked up above:
`CCC(OC(=O)c1nsc(Cl)c1Cl)C(=O)NCCc1ccccc1` (stereo not given) – NTR1 agonist cell count 20 µM: 39
`CCNc1nc2c(c(=O)[nH]c(=O)n2C)n1CC(C)C` – NTR1 agonist: 2.2
`O=C(O)C1CCCCC1C(=O)NCc1ccccc1` (stereo not given) – Myeloid diff MLP GFP+ MAC1+ %: 0.3
`Cc1ccc(S(=O)(=O)N(C)c2c(C)ccc(S(=O)(=O)NC(C)(C)C)c2C)cc1` – Salmonella PhoP GFP: -6%
`Cc1cc(C(=O)OCC(=O)c2c(N)n(C)c(=O)n(C)c2=O)c(C)n1-c1ccccc1` – NTR1 agonist cell count 20 µM: 74

Back to the main list; the 2 compounds before the break are reprinted first.
The line under a structure holds: Myeloid diff MLP	Myeloid diff MLP GFP+ MAC1+ %	NTR1 agonist	NTR1 agonist cell count 20 µM	UTI89 phage lysis	Salmonella PhoP GFP	MgcRacGAP inhibition	RSV CPE inhibition	Large T inhibition	TNAP activation fold	T cell HTS	T cell HTS vesicle-bound %
N#CCCN1CCN(S(=O)(=O)c2ccc(S(=O)(=O)NCc3ccccc3)cc2)CC1
  i	1.1	6.5	52	0.6%	7%	-3%	-1.0%	-5%	0.9	i	26
O=C(O)C1CCCCC1C(=O)NCc1ccccc1 (stereo not given)
  i	0.3	-0.6	72	0.1%	5%	10%	2.4%	-2%	0.9	i	34
Cc1ccc(/C(CSc2nccn2-c2ncc(C(F)(F)F)cc2Cl)=N\O)cc1
  ·	·	1.1	35	-0.6%	14%	11%	-1.1%	-4%	1	i	46
C[C@H](CO)N1C[C@H](C)[C@@H](CN(C)S(=O)(=O)c2ccc(F)cc2)Oc2c(NC(=O)Nc3ccccc3)cccc2C1=O
  i	1.7	0.9	56	-0.2%	·	9%	·	·	·	i	10
c1ccc(CN(Cc2ccccc2)c2ncnc3c2nnn3Cc2ccccc2)cc1
  i	0.7	3.7	59	·	-12%	·	4.6%	7%	·	i	57
CC1(C)CC(NC(=O)COc2ccc(Br)cc2Cl)CC(C)(C)N1
  i	0.6	-0.1	55	-0.1%[50 µM]	-4%	9%	-0.6%	22%	·	i	24
Cc1ccc(S(=O)(=O)CCc2nnc(NC(=O)CCl)s2)cc1C
  i	0.5	2.0	24	-0.1%	·	7%	0.6%	·	1.1	i	13
O=C(c1cc2ncc(Br)cn2n1)N1CCOCC1
  i	0.9	2.7	63	0.4%	33%	1%	2.0%	8%	1.1	i	2
CC(C)(C)OC(=O)N1CCCN(C(=O)c2ccc(Cl)cc2)CC1
  i	0.6	-1.5	73	-0.2%	2%	8%	-1.2%	14%	·	i	50
OC1CC(c2ccco2)NC2(CCCCC2)C1 (stereo not given)
  i	0.9	-3.1	91	3.7%	6%	14%	3.7%	-7%	1	i	27
CSc1nnc(Cn2c(=O)sc3ccccc32)n1-c1cccc(Cl)c1
  i	8.3	1.7	63	0.4%	3%	4%	8.5µM*	-2%	1	i	49
CC(=O)NC(CC(=O)OCC(=O)c1cc(C)ccc1C)c1ccccc1 (stereo not given)
  i	2.4	1.9	71	0.2%[50 µM]	·	2%	·	·	·	i	55

Later entries
Compound,Myeloid diff MLP,Myeloid diff MLP GFP+ MAC1+ %,NTR1 agonist,NTR1 agonist cell count 20 µM,UTI89 phage lysis,Salmonella PhoP GFP,MgcRacGAP inhibition,RSV CPE inhibition,Large T inhibition,TNAP activation fold,T cell HTS,T cell HTS vesicle-bound %
CCN(CC)C(=O)CSc1nnnn1-c1ccc(F)c(Cl)c1,i,0.7,1.5,43,-0.1%,-9%,5%,0.8%,10%,1.1,i,40
CCOc1ccc(N2CC(C(=O)Nc3nnc(Cc4ccccc4)s3)CC2=O)cc1 (stereo not given),i,0.5,2.1,50,0.7%,-2%,0%,4.3%,11%,·,i,30
CC(C)CC1Nc2ncnc(N3CCOCC3)c2N(Cc2ccc(Cl)cc2)C1=O (stereo not given),i,2.3&0.5,1.0,49,-1.2%,·,10%,·,·,·,i,12
Cc1ccc(OCCn2cc(/C=C3\C(=O)NN(c4ccccc4)C3=O)c3ccccc32)cc1,i,0.5,2.6,42,0.7%,-10%,-2%,3.1%,6%,1,i,46
N#Cc1ccsc1NC(=O)CN1CCN(S(=O)(=O)c2ccc3ccccc3c2)CC1,i,0.0,2.4,63,0.0%,5%,2%,7.0%,-5%,1,i,55
O=C(CCl)N(C/C=C/c1ccccc1)c1ccc2c(c1)OCCO2,i,2.7,4.5,55,-0.1%,16%,-2%,6.3%,3%,1,i,33
CCn1cc(CN2CCC(n3nccc3NC(=O)c3ccccc3OC)CC2)cn1,?,·,0.4,56,-0.1%,8%,-22%,-1.4%,57%,·,i,42
COc1ccc(N2CCN(Cc3cc4c(cc3O)CCC4)CC2)cc1,i,0.9,6.1,70,0.5%,7%,12%,21%,-4%,1,i,38
c1ccc(Nc2ncnc3sc4c(c23)CCC4)cc1,i,0.8,0.7,52,-1.3%,2%,-5%,-1.2%,1%,1.1,i,24
COCCN(Cc1cc2cc(C)ccc2n2nnnc12)C(=S)Nc1ccccc1C,i,0.3,4.2,29,0.4%,3%,0%,0.7%,-8%,1.1,i,28
CCOC(=O)CSc1ncc(-c2ccc([N+](=O)[O-])cc2)[nH]1,i,0.8,0.8,40,2.2%,1%,12%,2.5%,23%,1,i,49
Cc1cc(C(=O)N2CCCC(C(=O)c3ccc4ccccc4c3)C2)nn1C (stereo not given),i,0.2,-0.3,56,0.3%,14%,13%,5.9%,8%,1,i,44
